SW480 rereplic: induces DNA re-replication in SW480 colon adenocarcinoma cells; SW480 DNA re-replication, Hoechst DNA content imaging, 48 h; Potency, µM (highest dose often 46.1 µM), inactives show at the highest dose re-replication activation, most hits filed as activators; actives 1.8% (n = 340,000); note: potency is the fitted concentration of half-maximal effect; % of control where 0% means no effect; nearly all actives have a fitted effect of over 55% in size
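Image-based read-out: total Hoechst fluorescence of nuclei (405 nm excitation, 500-530 nm emission), with hits raising the fraction of high-intensity nuclei. SW480 colon cells incubated 48 hr with compounds at 37 C.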
KB-3-1 cytotox: KB-3-1 parental cell cytotoxicity | KB-3-1 viability, CellTiter-Glo ATP luminescence, 72 h | Potency, µM (series often up to 46.1 µM), for the others: at the top dose activity change, negative = cytotoxic, hits mostly cytotoxic | actives 1.4% (n = 400,000) | AID 1347075; note: potency is the fitted concentration of half-maximal effect; % is set by controls: 0 for no effect and ±100 for the full control effect; nearly all actives have a fitted effect of over 60% in size
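Viability of parental KB-3-1 cells, measured by CellTiter-Glo luminescence, followed a 72 h incubation at 37 °C with pinned compounds in phenol-red-free DMEM containing 10% FBS.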
KB-V1 MDR tox: kills drug-selected multidrug resistant KB-V1 cells | KB-V1 MDR cells viability, CellTiter-Glo, 72 h | Potency, µM (doses to about 46.1 µM), without a hit: at the top dose activity change, negative = cytotoxicity, usual class: cytotoxic | actives 3.4% (n = 400,000) | AID 1347076; note: potency is the fitted concentration of half-maximal effect; % is set by controls: 0 for no effect and ±100 for the full control effect; nearly all actives have a fitted effect of over 60% in size
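Drug-selected KB-V1 cells, grown in DMEM lacking phenol red with 10% FBS, receive compound titrations; after three days at 37 degrees C, surviving cell ATP is quantified by CellTiter-Glo luminescence and responses normalized and curve-fitted.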
IL-1B inflam inh: blocks inflammasome-driven IL-1 beta release | actives 4.7% (n = 360,000) | activity change, % at 57.5 µM | THP-1 LPS/ATP IL-1B secretion, AlphaLISA, 16 h; hits give low values; in the data active = activity change below about -50%; inconclusive = mostly about -30% to -49%; note: % is set by controls: 0 for no effect and ±100 for the full control effect
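Secreted IL-1B measured by AlphaLISA bead assay after 16 h compound exposure of THP-1 cells; compounds (final up to 57.5 uM) added 1 h before LPS (250 ng/mL) and ATP (1.25 mM) stimulation; lower signal means less secretion.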
HT1080NT lethal: kills 2HG-producing HT-1080-NT fibrosarcoma cells. HT-1080-NT fibrosarcoma viability, CellTiter-Glo ATP luminescence, 48 h. Potency, µM (doses to about 46.1 µM), for inactives: top-dose activity, negative = less viability, actives largely listed as cytotoxic. actives 1.6% (n = 360,000);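 note: NT is the 2HG producing partner of a matched IDH1 knockdown line; potency is the fitted concentration of half-maximal effect; 0% = DMSO-treated cells and -100% = media-only wells without cells; nearly all actives have a fitted effect of over 55% in size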
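HT-1080-NT fibrosarcoma cells (2HG-overproducing), 750 cells/well in RPMI with 5% FBS, dosed after 2 h and incubated 48 h at 37C. CellTiter-Glo luminescence normalized to DMSO and no-cell wells; concentration-response curves fitted and classed.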
MCF10A rerep: induces DNA re-replication in MCF 10a normal breast cells. MCF 10A DNA re-replication, Hoechst nuclear intensity, 48 h. Potency, µM (top dose mostly 46.1 µM), for the others: at the highest dose activity, positive = re-replication, hits mostly activators. actives 2.9% (n = 350,000); note: potency is the fitted concentration of half-maximal effect; % of control where 0% means no effect; nearly all actives have a fitted effect of over 50% in size
GLP1R cytotox: cytotoxicity counter-screen for GLP-1 receptor inverse agonists; HEK293 cAMP-luciferase reporter cells, luminescence, 24 h; Potency, µM (series often up to 38.3 µM), without a hit: top-dose activity change, negative = inhibition, hits mostly inhibitors; actives 0.13% (n = 410,000); AID 624418;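 note: loss of luciferase light is scored as toxicity; potency is the fitted concentration of half-maximal effect; % is set by controls: 0 for no effect and ±100 for the full control effect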
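Cells in DMEM/10% Nu serum/1% pen-strep, 1536-well format. Pre-incubated 12 h, dosed with 23 nL compound, incubated a further 24 h. Luciferase detection, 12 min at room temp, luminescence.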
D3 ag: activates the human D3 dopamine receptor | P35462 | D3R DiscoveRx beta-arrestin cells, luminescence, 90 min | max activation, % | actives 0.58% (n = 410,000); in the data active = max activation above about 30%; note: 0% is about no effect; mostly tested at two doses, the higher about 12 µM
Target sequence (P35462 whole entry, looked up): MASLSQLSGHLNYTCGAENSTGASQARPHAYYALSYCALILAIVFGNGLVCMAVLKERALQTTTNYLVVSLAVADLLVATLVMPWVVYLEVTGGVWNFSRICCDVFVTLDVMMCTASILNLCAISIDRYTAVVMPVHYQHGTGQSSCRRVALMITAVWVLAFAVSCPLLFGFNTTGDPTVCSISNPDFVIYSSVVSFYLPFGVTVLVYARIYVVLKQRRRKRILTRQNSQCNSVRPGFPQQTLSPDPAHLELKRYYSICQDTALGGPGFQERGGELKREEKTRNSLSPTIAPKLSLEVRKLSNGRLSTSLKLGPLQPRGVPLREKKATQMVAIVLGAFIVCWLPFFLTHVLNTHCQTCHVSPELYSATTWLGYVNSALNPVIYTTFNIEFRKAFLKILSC
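Agonist-mode cell screen: cells plated at 1500/well and incubated overnight at 37 °C, then exposed to library compounds for 90 min at 37 °C. Detection reagent was added for 30–60 min at room temperature, and luminescence was read.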
HT1080 IDH1KD tx: kills HT-1080 cells with IDH1 knockdown | HT-1080 IDH1 knockdown viability, ATP luminescence, 48 h | actives 2% (n = 360,000) | Potency, µM (doses to about 46.1 µM), inactives show at the highest dose activity, negative = toxicity, hits mostly cytotoxic;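 note: potency is the fitted concentration of half-maximal effect; 0% = DMSO wells and -100% = cell-free medium wells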
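HT-1080-IDH1KD cells (IDH1 knocked down), 750/well in RPMI with 5% FBS, treated with compound 48 h at 37 degrees C. Viability by CellTiter-Glo luminescence, normalised to DMSO and no-cell wells; concentration-response curves classed.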
An asterisk follows results filed as active; ? = inconclusive; · = not tested or not shown; [ ] = another dose, or the depositor's remark. Unless noted, calls come from the whole dose curve; as a rule, active = well fitted curve in the direction sought with a large enough effect; inconclusive = small, poorly fitted or top-dose-only effect, or another doubt; inactive = no such curve, though single readings can be large; an effect the other way counts as inactive or inconclusive.

SMILES | SW480 rereplic | KB-3-1 cytotox | KB-V1 MDR tox | IL-1B inflam inh | HT1080NT lethal | MCF10A rerep | GLP1R cytotox | D3 ag | HT1080 IDH1KD tx
Cc1cc(NC(=O)Nc2ccc(OCc3ccccc3)cc2)n(C)n1 | -6% | -6% | 29% | 58 | ? | -1% | -7% | 2 | -23%
COCCn1nnnc1CN(CCc1ccccc1)Cc1cc2ccc(C)cc2[nH]c1=O | -1% | -5% | -2% | 0 | -2% | 5% | ? | -11 | 0%
CCOC(=O)C(=O)Nc1cc([N+](=O)[O-])ccc1C | · | -11% | -9% | 0 | 14% | -1% | 19% | -2 | 2%
COc1ccc(C(F)(F)F)cc1NC(=O)c1sc2nc(-c3cccs3)ccc2c1N | · | -9% | -11% | · | · | · | 43%[activator] | -9 | ·
C#CCOCCOCCOCCNc1nc(N2CCOCC2)nc(N2CCN(C(=O)[C@H]([C@@H](C)CC)n3cc(CCCN=C(N)N)nn3)CC2)n1 | -4% | 16% | ? | 2 | 10% | 0% | 5% | -47 | 7%
CC(C)NC(=O)c1cccc(NC(=O)CC2SC(N3CCCCC3)=NC2=O)c1 (configuration not stated) | -1% | 3% | 0% | 13 | 12% | -3% | -3% | 8 | 3%
Cc1oc2c(c(C)cc3oc(=O)c(CC(=O)NCC(=O)NCC(=O)NCC(C)O)c(C)c32)c1C (configuration not stated) | -9% | 2% | 2% | -15 | 11% | -1% | 4% | 1 | 17%
CCOC(=O)CN1C(=O)/C(=C/c2c(F)cccc2Cl)Oc2ccccc21 | ? | ? | -15% | ? | -21% | 21µM* | -6% | 7 | ?
COc1ccc(N(C(=O)CNC(=O)c2cccs2)C(C(=O)NCC2CCCO2)c2ccc(OC)c(OC)c2)cc1 (configuration not stated) | ? | 9% | 10% | 13 | 9% | ? | -2% | -1 | 16%
COC(=O)c1c(C)[nH]c(C(=O)OCc2ccc(F)cc2)c1C | -4% | -6% | 0% | 9 | 0% | 4% | -18% | -5 | -4%
CCCn1c(NC(=O)C2CCN(S(=O)(=O)c3cccs3)CC2)nc2ccccc21 | 13% | 23µM* | ? | ? | ? | ? | -27% | 2 | ?
O=C(Cn1cc2c(n1)CCCC2)NCc1cccc(Cl)c1 | -1% | 0% | -18% | 10 | -14% | 7% | 2% | -7 | -7%
COc1ccc(C)cc1NC(=O)CCC(=O)Nc1nnc(C2CCCCC2)s1 | -10% | 18% | -1% | 45 | -9% | -3% | -6% | 3 | 2%
COc1ccc(C(=O)OCC(=O)Nc2ccc(Cl)cn2)cc1 | 0% | -2% | -2% | 1 | 7% | 1% | 0%[7.66 µM] | 5 | 16%
O=C(NCCO)c1cc(-c2cc(C(=O)NCCO)c3ccccc3n2)nc2ccccc12 | -6% | 12% | 24% | 9 | 20% | -17% | 7% | -20 | 4%
Cc1ccc(CNC(=O)CS(=O)(=O)c2ccccc2)cc1 | -150%[inhibitor] | 0% | 8% | 10 | 13% | 1% | 0% | 0 | 9%
Cc1nc(NC(=O)c2cccc(-c3cc4ccccc4oc3=O)c2)ccc1Br | -2% | ? | ? | -3 | 20% | 21µM* | 20% | 1 | 8%
O=c1nc(N2CCOCC2)nc2n1CCO2 | -5% | -6% | 22% | 2 | 12% | 0% | 4% | 4 | 13%
O=C(c1ccc(S(=O)(=O)N2CCCCCC2)cc1)N1CCN(c2ccccc2F)CC1 | -1% | -15% | ? | -12 | -1% | ? | 0% | -2 | -7%
O=C(/C=C/Nc1nccs1)C(F)(F)Cl | 5% | 1% | 0% | 21 | 1% | 3% | -4% | -6 | -1%
CCOC(=O)[C@]12CCC=C1N(Cc1ccc(Cl)cc1Cl)C(=O)[C@H](CC(=O)NCC1CCCCC1)C2 | · | -20% | ? | ? | ? | · | 0% | 1 | ?
O=C(c1ccco1)N(Cc1ccc2c(c1)OCO2)Cc1cc2cc3c(cc2[nH]c1=O)OCO3 | ? | -9% | 4% | -12 | 1% | 1% | 0% | 5 | -2%
Nc1ncnc2c1ncn2[C@@H]1O[C@H](C(=O)N(CCC2=CCCCC2)CC2CC2)[C@@H](O)[C@H]1O | · | 0% | 14% | 6 | 3% | · | 1% | 9 | 5%
CCOC(=O)N1CCN(C(=O)C2CCCN(S(=O)(=O)c3cccnc3)C2)CC1 (configuration not stated) | 0% | 7% | 4% | 7 | 3% | -1% | 1% | -4 | 1%
COc1cc(C#Cc2c(-c3ccccc3OC)oc3ccccc23)cc(OC)c1 | 14% | -18% | 2% | 7 | 1% | ? | 4% | -5 | 2%

Brought forward from above: 2 entries, then new ones.
SMILES | SW480 rereplic | KB-3-1 cytotox | KB-V1 MDR tox | IL-1B inflam inh | HT1080NT lethal | MCF10A rerep | GLP1R cytotox | D3 ag | HT1080 IDH1KD tx
CCOC(=O)N1CCN(C(=O)C2CCCN(S(=O)(=O)c3cccnc3)C2)CC1 (configuration not stated) | 0% | 7% | 4% | 7 | 3% | -1% | 1% | -4 | 1%
COc1cc(C#Cc2c(-c3ccccc3OC)oc3ccccc23)cc(OC)c1 | 14% | -18% | 2% | 7 | 1% | ? | 4% | -5 | 2%
Cc1nn(-c2ccccc2)c2nc(-c3cccs3)cc(C(=O)NN)c12 | 0% | ? | -1% | 5 | ? | 2% | 3% | 4 | ?
Cc1sc2ncnc(SCC(=O)N(C)C3CCS(=O)(=O)C3)c2c1C (configuration not stated) | -5% | 13% | ? | 19 | 13% | 0% | 2%[7.66 µM] | 3 | 9%
Cc1ccc(N(C(C)C(=O)N2CCCCC2)S(C)(=O)=O)cc1C (configuration not stated) | -7% | -6% | ? | 12 | 8% | 6% | ? | -2 | 1%
CCn1c(C)c(C)c2cc(C(=O)NCCN3CCCCCC3)ccc21 | -12% | 22% | -3% | -29 | -22% | ? | -22% | -18 | -16%
O=C(O)c1cc(S(=O)(=O)N2CCCCC2)ccc1N1CCCC1 | -40%[inhibitor] | -14% | 17% | 17 | 2%[9.24 µM] | -1% | -17% | 3 | 0%
CCCNC(=O)CCc1c(C)nc2c(c(C)nn2-c2ccccc2)c1C | -10% | 7% | -2% | -3 | 10% | 2% | -6% | 11 | 4%
CN(C)S(=O)(=O)c1ccc(C(=O)OCc2ccc([N+](=O)[O-])cc2)cc1 | -1% | 6% | 12% | 31 | 1% | -2% | -8% | -4 | -5%
COc1cc(/C=N/OCC(=O)NC2CCS(=O)(=O)C2)ccc1OC(F)F (configuration not stated) | -4% | 20% | -5% | 3 | 12% | -11% | 12% | 5 | 8%
Cc1ccccc1C(=O)OCc1nnc(-c2ccc(Cl)cc2)o1 | 0% | 1% | 7% | 5 | ? | 3% | 7% | -3 | 13%
O=C(Nc1nc2cc3c(cc2s1)OCO3)c1ccc(N2C(=O)CCC2=O)cc1 | -1% | 12% | 2% | -5 | -1% | ? | 14% | 5 | 12%
c1csc(-c2nn[nH]n2)c1 | -1% | 4% | 0% | 39 | -1% | 7% | 13% | 3 | -3%
O/C(=C\Sc1nnc(Cc2ccccc2)o1)c1ccc(F)cc1 | -1% | 1% | -24% | 9 | 9% | 0% | 14% | -5 | -3%
CN(C)C=Nc1ccc2nc3c(cc2c1)[nH]c1ccccc13 | ? | -13% | -14% | 16 | -13% | ? | 91%[activator] | 0 | -7%
COc1ccc(N(C)C(=O)Nc2ccc3nsnc3c2)cc1 | 1% | -6% | -24% | 38 | 0% | -9% | 104%[activator] | 1 | -3%
O=C(NCc1ccccc1)c1cccc(NC(=O)c2ccccc2)c1 | 17%[9.22 µM] | 23µM* | 0% | 4 | ? | -32%[inhibitor] | -27% | -25 | ?
Cc1cccc(C)c1NC(=O)CN(C)C(=O)CN1C(=O)NC2(CCCC2)C1=O | -1% | -4% | 1% | 15 | 3% | 0% | 2% | 15 | 2%
CCOC(=O)c1ccc(/[N+]([O-])=C/c2ccccc2)cc1 | 0% | 10% | -3% | -19 | -3% | 17% | -9% | 1 | -1%
COC(=O)C1CCCCN1C(=O)c1ccc(OC2CCN(C(C)=O)CC2)c(OC)c1 (configuration not stated) | -13% | -12% | ? | 0 | 5% | 2% | 4% | 14 | 5%
CCC1=Nc2cc(C(=O)NCC(C)c3ccccc3)ccc2Sc2ccc(C)cc21 (configuration not stated) | · | ? | ? | · | · | · | ? | -8 | ·
CCOc1ccc(Br)cc1/C(C)=N\NC1=NCCN1 | ? | 6.5µM* | ? | -80* | 21µM* | ? | ? | -14 | ?
C=CCn1c(O)c(N=NC(=O)CNC(=O)Cc2ccccc2)c2ccccc21 | ? | 10% | 2% | 34 | 2% | -2% | -11% | -9 | -3%
Cc1ccc(CNC(=O)CSc2nc(N3CCCCC3)nc(N3CCCCC3)n2)cc1 | 6% | ? | 0% | 0 | ? | ? | -1% | -1 | ?
CN(CC(=O)Nc1ccc(Cl)c(Cl)c1)CC(=O)N1CCc2ccccc21 | · | 2% | -20% | -21 | ? | · | -5% | -3 | ?
CCN(C(=O)CCN1C(=O)/C(=C/c2ccccc2)SC1=S)C1CCS(=O)(=O)C1 (configuration not stated) | ? | ? | -20% | -83* | ? | ? | ? | -8 | ?
CC(O)CCC(=O)NNC1CC(=O)N(c2ccccc2)C1=O (configuration not stated) | -7% | -2% | 0% | -5 | 19% | 6% | -6% | -4 | 11%
COc1ccc(C(=O)Nc2cc(C(F)(F)F)ccc2N2CCN(c3ccccc3)CC2)cc1OC | · | 11% | -15% | · | · | · | 5% | -3 | ·
O=C(CNC(=O)c1ccc(Br)o1)Nc1ccc(F)c(S(=O)(=O)N2CCOCC2)c1 | -7% | -3% | 13% | 31 | 1% | 1% | -2% | -3 | -12%
COc1cc2c(cc1OC)C(c1cc3cc(OC)c(OC)cc3[nH]c1=O)N(C(=O)C1CC1)CC2 (configuration not stated) | -1% | 6% | -10% | 12 | 4% | 4% | 11% | 7 | 1%
NNc1nc(NCc2ccccc2)nc(N2CCOCC2)n1 | -3% | 20% | ? | -20 | -17% | 2% | -13% | -23 | 0%[9.24 µM]
